# STK33 kinase inh: human STK33 kinase inhibition; purified STK33, MBP phosphorylation, ADP-Glo luminescence; hit rate 0.073% among 320,000; Q9BYT3; inhibition, % at 10 µM; AID 2661;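 active means inhibition at or above 25%, using the most active replicate where run in duplicate; inactive means inhibition below 25%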
# Target sequence (Q9BYT3 whole entry, looked up): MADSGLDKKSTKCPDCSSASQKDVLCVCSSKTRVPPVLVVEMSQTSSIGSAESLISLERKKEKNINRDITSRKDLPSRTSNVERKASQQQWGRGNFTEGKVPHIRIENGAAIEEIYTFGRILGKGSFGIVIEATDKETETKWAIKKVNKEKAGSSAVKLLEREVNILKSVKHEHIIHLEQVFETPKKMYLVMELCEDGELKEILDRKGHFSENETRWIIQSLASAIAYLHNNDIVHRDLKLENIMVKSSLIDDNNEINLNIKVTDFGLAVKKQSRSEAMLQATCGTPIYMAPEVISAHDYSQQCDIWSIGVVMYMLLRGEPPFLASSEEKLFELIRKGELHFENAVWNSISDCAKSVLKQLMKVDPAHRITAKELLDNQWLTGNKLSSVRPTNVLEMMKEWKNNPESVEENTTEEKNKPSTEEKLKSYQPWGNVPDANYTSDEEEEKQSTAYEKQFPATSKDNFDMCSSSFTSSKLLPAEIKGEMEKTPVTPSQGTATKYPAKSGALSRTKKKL
# CHT allo act: allosteric activators of human choline transporter CHT; Q9GZV3; CHT-expressing cells, membrane potential dye, choline EC20; active compounds read high; LV-AA mutant CHT in HEK293 cells; B-score at 10 µM; hit rate 0.49% among 310,000;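 active means initial fluorescence not abnormally high and integrated response B-score, plate-corrected, over 3 SD above library mean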
# Target sequence (Q9GZV3 whole entry, looked up): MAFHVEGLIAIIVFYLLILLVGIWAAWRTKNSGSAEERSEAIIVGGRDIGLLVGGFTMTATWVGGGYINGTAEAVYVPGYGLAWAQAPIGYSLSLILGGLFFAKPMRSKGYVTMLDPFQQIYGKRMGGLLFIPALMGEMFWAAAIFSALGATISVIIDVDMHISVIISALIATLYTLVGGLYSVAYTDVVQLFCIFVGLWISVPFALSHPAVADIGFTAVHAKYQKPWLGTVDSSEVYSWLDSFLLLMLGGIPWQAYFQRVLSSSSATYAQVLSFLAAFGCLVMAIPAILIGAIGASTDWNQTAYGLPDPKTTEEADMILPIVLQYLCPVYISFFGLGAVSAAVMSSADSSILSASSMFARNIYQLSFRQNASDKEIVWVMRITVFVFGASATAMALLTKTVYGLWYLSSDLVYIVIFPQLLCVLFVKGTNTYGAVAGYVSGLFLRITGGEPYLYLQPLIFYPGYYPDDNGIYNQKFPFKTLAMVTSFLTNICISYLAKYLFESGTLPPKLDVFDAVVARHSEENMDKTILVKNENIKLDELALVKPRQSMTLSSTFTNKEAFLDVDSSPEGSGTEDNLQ
# CHT inh: inhibitors of human choline transporter CHT; Q9GZV3; CHT-expressing cells, membrane potential dye, choline response; active compounds read low; B-score at 10 µM; hit rate 0.86% among 310,000; AID 488975;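 active means B-score over 3 SD under the library average, and starting fluorescence ratio not unusually high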;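 further: choline stimulus applied at its EC90 after an EC20 pre-addition; B-score computed on integrated fluorescence ratio after choline addition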
# Active calls of the source: *; i = inactive; nt = not tested or not shown.
SMILES,STK33 kinase inh,CHT allo act,CHT inh
O=[N+]([O-])c1cc(S(=O)(=O)N2CCCC2)ccc1NN=C1CCCCC1,-0.4,i,i
CCOc1ccccc1C(C(=O)NC1CCCCC1)N(C(=O)c1csnn1)C1CC1 (stereo not drawn),0.2,i,i
COc1cc(-c2cc(-c3ccccc3)nc(SCC(=O)Nc3nccs3)c2C#N)cc(OC)c1OC,-1.3,i,i
COC(=O)c1ccccc1OCCCCN1CC(C)OC(C)C1 (stereo not drawn),0.2,i,i
COCCn1nnnc1C(c1cccs1)N1CCN(c2cccc(C(F)(F)F)c2)CC1 (stereo not drawn),-0.6,i,i
COc1ccccc1CNC(=O)CC1C(=O)NCCN1C1Cc2ccccc2C1 (stereo not drawn),-1.5,i,i
C/C(Cc1ccccc1)=N\NC(=O)CNC(=O)c1ccc(Br)cc1,-0.6,i,i
CC1CCN(S(=O)(=O)c2ccc(NC(=O)C3CC(=O)N(c4ccccc4)C3)cc2)CC1 (stereo not drawn),1.0,i,i
Cc1nc2ccccc2nc1OCC(=O)Nc1ccc2ccccc2c1,0.0,i,i
O=C(COC(=O)c1ccccc1NC(=O)c1ccco1)Nc1ccc2c(c1)OC(F)(F)O2,0.4,i,i
C=C(C)Cn1c(N2CCC(Cc3ccccc3)CC2)nc2c1c(=O)[nH]c(=O)n2C,-0.6,i,i
CCOc1ccc(-n2c(-c3ccc(Cl)cc3)c[n+]3c2SCC3)cc1,-1.4,i,i
COc1ccc(NC(=O)CSc2ccccn2)cc1OC,-0.9,i,i
C/C(=C\C(=O)C(F)(F)F)Nc1cc(C)cc(C)c1,0.0,i,i
O=C(O)CCn1c2c(c3ccccc31)CCCC2,-0.8,i,i
O=C(NCC1CCCO1)c1ccc(CNS(=O)(=O)c2ccc(F)c(Cl)c2)cc1 (stereo not drawn),-1.4,i,i
COc1ccccc1CN1C(=O)CCC1(C)C(=O)NC1CCCCCC1 (stereo not drawn),-1.0,i,i
Cc1nnc(SCc2nc3sc4c(c3c(=O)[nH]2)CCCC4)n(N)c1=O,nt,i,i
COc1ccc(NC(=O)COC(=O)c2ccc(-n3cnnn3)cc2)cc1Cl,-0.1,i,i
C[N+]1(CCNC(=O)/C=N/O)CCCCC1,-0.8,i,i
COC(=O)CC(NC(=O)c1ccco1)c1ccc(C(C)C)cc1 (stereo not drawn),-3.0,i,i
C=CCNC(=S)N1CCOCC1,-0.8,i,i
COc1ccc(-c2nc(CN3CCN(c4ncnc5ccccc45)CC3)c(C)o2)c(OC)c1,2.2,i,-5.1*
CC(C)(C)Nc1nc(Cl)nc(NCCN2CCOCC2)n1,-1.7,i,i
C=CCN=C1SCC(=O)N1S(=O)(=O)c1ccccc1,-2.6,i,i
# Following part:
SMILES,STK33 kinase inh,CHT allo act,CHT inh
Cc1ccc(CNC(=O)CS(=O)Cc2nc(-c3ccccc3C)oc2C)cc1 (stereo not drawn),-1.0,i,i
C/C(=N\NC(=O)C1CC1)c1ccc(OC(F)F)cc1,0.4,i,i
Cc1ccsc1/C=N/Nc1nc2ccccc2s1,nt,i,i
CCCN(Cc1nnc(-c2ccccc2Cl)o1)C(=O)c1cc([N+](=O)[O-])cc([N+](=O)[O-])c1,-1.1,i,i
Cc1nc2c(C(F)(F)F)cccc2c2c1CCS2,-0.1,i,i
CCOC(=O)c1cc(CC)sc1N1C(=O)CC(Sc2ccccc2C(=O)O)C1=O (stereo not drawn),0.9,i,i
COC(=O)Cc1c(C)c2c(OCc3nn[nH]n3)cc(C)cc2oc1=O,-3.8,i,i
O=C1NC(c2ccccc2Cl)Nc2ccccc21 (stereo not drawn),0.3,i,i
O=S(=O)(c1ccc2c(c1)OCCCO2)N1CCNCC1,-0.6,i,i
CCOc1ccccc1NC(=O)C(NCCc1ccc(OC)cc1)c1ccccc1 (stereo not drawn),-1.7,i,i
C/C(=N\NC(=O)c1ccccc1[N+](=O)[O-])c1c(O)cc(C)oc1=O,-1.3,i,i
C/C(=N/OCO/N=C(\C)c1ccccc1F)c1ccccc1F,-0.3,i,i
O=C(Nc1ncccc1Cl)C(Sc1ccccc1)c1ccccc1 (stereo not drawn),0.3,i,i
CCOC(=O)CSc1nnc(C)n1N,-0.2,i,i
COc1ccc(CC(CC(=O)O)C(=O)Nc2ccc(Cl)c(Cl)c2)cc1 (stereo not drawn),-2.0,i,i
CC(C)OCCCNC(=O)C(=O)N/N=C/c1ccc(OCc2ccccc2)cc1,-0.3,i,i
Cc1ccc(NC(=O)CSc2nnc(-c3ccccc3C)o2)cc1C,-0.4,i,i
CCOc1ccccc1C1C(C(N)=O)=C(C)Nc2nc(-c3cccc(C)c3)nn21 (stereo not drawn),0.6,i,i
Cc1cn([C@H](C(=O)NCCCCCCCCCCC(=O)N2CCN(C(=O)OC(C)(C)C)CC2)[C@@H](C)O)nn1,-1.8,i,-6.78*
CCCOc1cc(N)ccc1C(=O)OCCN(CC)CC,-2.4,i,i
O=C1CSC(c2ccc([N+](=O)[O-])cc2)N1C1CCCCC1 (stereo not drawn),0.0,i,i
O=C(O)c1cccc(COc2ccc(CO)cc2Cl)c1,0.6,i,i
CNC(=S)NNC(=O)c1oc2nc(-c3ccccc3)cc(C)c2c1N,2.2,i,i
Cc1nn(C)c(C(=O)Nc2c(C)nn(Cc3c(F)c(F)c(F)c(F)c3F)c2C)c1Br,0.2,i,i
CCc1nc(SCC(=O)NC2CCCC2)c2oc3ccccc3c2n1,0.0,i,i

# For reference, two of the compounds above.
SMILES,STK33 kinase inh,CHT allo act,CHT inh
Cc1ccc(CNC(=O)CS(=O)Cc2nc(-c3ccccc3C)oc2C)cc1 (stereo not drawn),-1.0,i,i
C/C(=N\NC(=O)C1CC1)c1ccc(OC(F)F)cc1,0.4,i,i

# New compounds follow
SMILES,STK33 kinase inh,CHT allo act,CHT inh
O=C(O)c1ccc(Cl)c(S(=O)(=O)Nc2ccccc2C(=O)Nc2ccc(Cl)cc2)c1,-3.0,i,i
CCCCn1nnc(NC(=O)c2ccc(-c3cccc(Cl)c3)o2)n1,0.5,i,i
Cc1cc(=O)oc2c(CN3CCC(C)CC3)c(O)c(Cl)cc12,2.9,i,i
CCOC(=O)CSc1nc(N)c(C#N)c(CC(C)C)c1C#N,-2.3,i,i
O=C1c2cccc3c(N4CCCCC4)ccc(c23)C(=O)N1c1ccc(O)cc1,-2.7,i,i
Cc1ccsc1/C=C1\CCC(C2CCCC2)C1=O (stereo not drawn),-0.8,i,i
CCN(CCCNS(=O)(=O)c1ccc2c(c1)oc(=O)n2C)c1cccc(C)c1,0.7,i,i
COCCCn1c(=O)c2ccccc2n2c(=S)[nH]nc12,1.4,i,i
Oc1ccc(C=NC2CCCCC2)cc1,-1.5,i,i
CCC(C)(C)NC(=O)C(c1ccc(C)cc1)N(CCN1CCOCC1)C(=O)CNC(=O)c1cccs1 (stereo not drawn),-0.1,i,i
COCCNC(=O)C(c1ccc(O)cc1)N(Cc1cccs1)C(=O)CCC(=O)Nc1ccccn1 (stereo not drawn),0.9,i,i
CN1CCN(S(=O)(=O)c2cccc(C(=O)N(C)C(c3ccccc3)c3ccccc3)c2)CC1,-0.9,i,i
N#Cc1ccncc1S(=O)c1ccc(Cl)cc1 (stereo not drawn),0.3,i,i
CCCN1CCN(C(=O)CCc2nnc3ccc(N4CCN(c5cccc(OC)c5)CC4)nn23)CC1,-1.9,i,i
Cc1ccc(C(=O)NCc2ccco2)cc1S(=O)(=O)N1CCOCC1,-1.1,i,i
CCOC(=O)C1(Cc2cccc(F)c2)CCN(C(=O)C2CCC2)CC1,-0.9,i,i
CCN1CCN(c2nc3c(c(=O)n(C)c(=O)n3C)n2CCSc2nccc(C)n2)CC1,-0.2,i,-7.5*
COCCn1c(Cc2ccccc2)nnc1SCc1nc2ccccc2c(=O)[nH]1,0.6,i,i
O=C(CCC(=O)NNc1nc2ccccc2c2nc(-c3ccccc3)nn12)NCCCN1CCCC1=O,-0.3,i,i
O=C(NCCCC1CCCC1)C1CCC(=O)N(Cc2cccc(C(F)(F)F)c2)C1 (stereo not drawn),-0.5,i,i
C=CCNC(=S)N/N=C/c1ccc(-c2ccc(Br)cc2)o1,-0.7,i,i
CN(C)/C=N/S(=O)(=O)c1cccn1-c1ncc(C(F)(F)F)cc1Cl,-1.7,i,i
CC12CCC(C(=O)Nc3cc(F)ccc3F)(CC1=O)C2(C)C (stereo not drawn),-5.4,i,i
Nc1nc(SCc2ccc3c(c2)OCO3)n[nH]1,1.4,i,i
COc1ccc(CCNC(=O)COC(=O)c2ccc(N3CCCC3=O)cc2)cc1,-0.7,i,i
# (further entries)
SMILES,STK33 kinase inh,CHT allo act,CHT inh
COc1ccc(-c2oc3ccc(-c4cc(OC)c(OC)c(OC)c4)cc3c2C#Cc2ccsc2)cc1,-2.2,i,i
CN1CCc2c(sc3nc(NN)n(-c4ccc(Cl)cc4)c(=O)c23)C1,1.3,i,i
COc1ccc(C(=O)NN2C(=O)C3C4C=CC(O4)C3C2=O)cc1 (stereo not drawn),-1.2,i,i
Cc1ccc2nc(/C(C#N)=C/c3cn[nH]c3-c3ccc(F)cc3)[nH]c2c1,-0.5,i,i
O=C(c1ccco1)N1CCN(C(c2ccc(Cl)cc2)c2nnnn2Cc2ccccc2)CC1 (stereo not drawn),-1.7,i,i
CC(NS(C)(=O)=O)C(c1cccs1)N1CCN(c2ccccc2)CC1 (stereo not drawn),-0.8,i,i
Cc1ccc(NC(=O)CSc2ncccc2C(=O)Oc2cccc([N+](=O)[O-])c2)cc1Cl,-1.1,i,i
Cc1ccc(Nc2nc3nonc3[nH]c2=O)cc1,0.3,i,i
COCCCn1c(=O)c2ccccc2n(Cc2ccc(C)cc2)c1=O,-1.7,i,i
CC(C)c1ccccc1NS(=O)(=O)c1cccs1,0.6,i,i
CCCc1cc(NCCN(C)C)n2c(nc3ccccc32)c1C#N,0.4,i,-6.06*
CCOc1ccc2ccccc2c1C1NC(=O)NC(C)=C1C(=O)OCCOC (stereo not drawn),-0.9,i,i
Cc1c(NC(=O)CSc2nc3ccccc3s2)c(=O)n(-c2ccccc2)n1C,-6.0,i,i
CC1=NCCN1S(=O)(=O)c1ccc(Br)c(C)c1,0.2,i,i
Cc1cccc(C(=O)OC(C)CN2CCN(C)CC2)c1 (stereo not drawn),-0.2,i,i
CCC(=O)Nc1nc2c(OC)ccc(OC)c2s1,-1.3,i,i
O=S1(=O)CCOC[C@H](CC2CCCCC2)N1Cc1ccccc1,0.2,i,i
COC(=O)c1cc(Br)ccc1NC(=O)CCNC(=O)c1ccco1,-0.7,i,i
O=C(CSc1nnc(CNc2ccccc2)o1)c1ccc2c(c1)OCCO2,-1.2,i,i
CCOC(=O)c1cc(-c2ccc(N)cc2)sc1N,-0.6,i,i
CCc1nnc2c(NCCc3ccccc3)nc3ccccc3n12,-0.4,i,i
CC1CCCCC1NC(=O)c1ccc2c(c1)[nH]c(=O)n2C1CCCC1 (stereo not drawn),-0.4,i,-9.85*
CS(=O)(=O)N1CCN(c2ccc([N+](=O)[O-])cc2F)CC1,-0.3,i,i
COC(=O)c1ccc(OCCCCN(C)Cc2ccccc2)cc1,-1.8,i,i
Cc1ccc(/C=C2\SC(N3CCCC3)=NC2=O)cc1,0.2,i,i
# Additional results:
SMILES,STK33 kinase inh,CHT allo act,CHT inh
Cc1cc(=O)[nH]c2c1c(C)nn2C1CCCC1,-1.5,i,i
CN1CCc2nc(NC(=O)c3cccc(S(=O)(=O)N4CCc5ccccc54)c3)sc2C1,-0.6,i,i
COC(=O)[C@H]1C[C@@H]1[C@H](NC(=O)c1cc(C)on1)c1ccccc1,-0.2,i,i
Cn1cnnc1SCc1ccc(F)c2ccccc12,-3.0,i,i
COc1ccccc1C(=O)N/N=C1/NC(=O)CC(C(=O)Nc2ccccc2)S1 (stereo not drawn),-1.1,i,i
CN1CCN(C(=O)c2cc(Cl)cc(Cl)c2)CC1,-2.8,i,i
CCN(CC)C(=O)Oc1ccc2oc(=O)cc(-c3cc4cccc(OC)c4o3)c2c1,1.5,i,i
Cc1occc1-c1nnc(SCC(N)=O)o1,-1.5,i,i
CSc1ncccc1C(=O)OCC(=O)N(C)C,-0.8,i,i
O=C(Nc1ccccc1)c1ccc[n+](Cc2ccc([N+](=O)[O-])cc2)c1,-1.3,i,i
CC(C)(CNC(=O)c1ccc(S(=O)(=O)Nc2ccccc2F)cc1)N1CCOCC1,-1.5,i,i
CC(C)CN(C(=O)CSc1nnnn1-c1ccccc1)c1c(N)n(CC(C)C)c(=O)[nH]c1=O,0.0,i,i

# At a glance, part of the list above:
SMILES,STK33 kinase inh,CHT allo act,CHT inh
CCOC(=O)c1cc(-c2ccc(N)cc2)sc1N,-0.6,i,i
CCc1nnc2c(NCCc3ccccc3)nc3ccccc3n12,-0.4,i,i
CC1CCCCC1NC(=O)c1ccc2c(c1)[nH]c(=O)n2C1CCCC1 (stereo not drawn),-0.4,i,-9.85*
CS(=O)(=O)N1CCN(c2ccc([N+](=O)[O-])cc2F)CC1,-0.3,i,i
COC(=O)c1ccc(OCCCCN(C)Cc2ccccc2)cc1,-1.8,i,i
Cc1ccc(/C=C2\SC(N3CCCC3)=NC2=O)cc1,0.2,i,i
Cc1cc(=O)[nH]c2c1c(C)nn2C1CCCC1,-1.5,i,i
CN1CCc2nc(NC(=O)c3cccc(S(=O)(=O)N4CCc5ccccc54)c3)sc2C1,-0.6,i,i
COC(=O)[C@H]1C[C@@H]1[C@H](NC(=O)c1cc(C)on1)c1ccccc1,-0.2,i,i
Cn1cnnc1SCc1ccc(F)c2ccccc12,-3.0,i,i
COc1ccccc1C(=O)N/N=C1/NC(=O)CC(C(=O)Nc2ccccc2)S1 (stereo not drawn),-1.1,i,i
CN1CCN(C(=O)c2cc(Cl)cc(Cl)c2)CC1,-2.8,i,i
CCN(CC)C(=O)Oc1ccc2oc(=O)cc(-c3cc4cccc(OC)c4o3)c2c1,1.5,i,i
Cc1occc1-c1nnc(SCC(N)=O)o1,-1.5,i,i
CSc1ncccc1C(=O)OCC(=O)N(C)C,-0.8,i,i
O=C(Nc1ccccc1)c1ccc[n+](Cc2ccc([N+](=O)[O-])cc2)c1,-1.3,i,i
